# Screens from PubChem.
# RORg inh = blocks mouse ROR gamma transcriptional activity | AID 2551 | Drosophila S2 Gal4-RORgamma UAS-luciferase reporter, 20 h | P51450 | Potency, µM (doses to about 53.6 µM), for the others: at the top dose activity change, negative = inhibition, hits mostly inhibitors | 310,000 tested, 5.4% active; also: % is scaled to controls: 0 for no effect and ±100 for the full control effect; nearly all actives have a fitted effect of over 60% in size
# Target sequence (P51450 whole entry, looked up, the tested form may be a part): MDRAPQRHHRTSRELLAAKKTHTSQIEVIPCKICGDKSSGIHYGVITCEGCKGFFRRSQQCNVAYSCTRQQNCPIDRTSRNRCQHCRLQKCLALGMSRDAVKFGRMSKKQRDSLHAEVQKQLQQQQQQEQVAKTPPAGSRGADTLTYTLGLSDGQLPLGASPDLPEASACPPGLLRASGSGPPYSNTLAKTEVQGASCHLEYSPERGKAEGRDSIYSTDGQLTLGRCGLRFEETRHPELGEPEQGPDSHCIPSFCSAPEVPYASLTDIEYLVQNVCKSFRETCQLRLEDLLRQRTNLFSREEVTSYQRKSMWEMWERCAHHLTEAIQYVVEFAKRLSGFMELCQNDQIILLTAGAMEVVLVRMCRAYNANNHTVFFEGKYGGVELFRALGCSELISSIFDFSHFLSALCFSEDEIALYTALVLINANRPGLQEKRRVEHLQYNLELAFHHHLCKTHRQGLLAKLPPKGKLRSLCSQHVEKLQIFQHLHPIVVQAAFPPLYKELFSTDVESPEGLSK
#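 Luminescence from a UAS-regulated Photinus luciferase reporter in stably transfected Drosophila Schneider cells is measured; decreased signal marks ROR gamma inhibition. Fusion expression is induced by 700 uM copper sulfate for 20 hr.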
# ELG1 genotox = induces genotoxicity in HEK293T cells with luciferase-tagged ELG1; HEK293T ELG1-luciferase reporter, luminescence, 16 h; Potency, µM (series often up to 46 µM), inactives show at the highest dose activity change, positive = activation, actives largely listed as activators; 330,000 tested, 1.3% active; also: % of control where 0% means no effect; nearly all actives have a fitted effect of over 60% in size
#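 Luminescence read-out: rising ELG1-luciferase signal, reflecting elevated ELG1 protein under genetic stress, flags genotoxic compounds. Cells were treated for 16 hr at 37 °C before ONE-Glo detection.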
# NPC1 promoter act = NPC1 promoter activation; 320,000 tested, 2.4% active; Huh7 NPC1 promoter luciferase reporter, 24 h; AID 485313; Potency, µM (doses to about 9.22 µM), inactives show top-dose activation, actives largely listed as activators;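 also: % of control where 0% means no effect; nearly all actives have a fitted effect of over 60% in size; reporter is driven by a mutant NPC1 promoter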
#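 Huh7 cells stably carrying NPC1 promoter–luciferase, plated in Opti-MEM with 10% FBS for 2 h, were exposed to compound in DMSO for 24 h at 37 °C; luciferase reagent was added for 10 min and luminescence read.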
# Rab9 prom act = activates the Rab9 promoter; AID 485297; 320,000 tested, 2.8% active; Potency, µM (doses to about 9.22 µM), for inactives: top-dose activation, negative = inhibition, hits mostly activators; Huh7 Rab9 promoter-luciferase reporter, luminescence, 24 h; also: % of control where 0% means no effect; nearly all actives have a fitted effect of over 60% in size
#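 Huh7 reporter line, Rab9 promoter upstream of luciferase. Compound exposure 24 h at 37 °C in reduced-serum medium with 10% FBS. Read-out: luminescence.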
# FLuc modulator = firefly luciferase modulation, counter-screen for miR-21 project; P08659; purified FLuc, Km substrates, luminescence inhibition; Potency, µM (series often up to 57.5 µM), inactives show top-dose activity change, negative = inhibition, actives largely listed as inhibitors; 360,000 tested, 6.9% active; AID 588342;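 also: plate controls were vehicle for no effect and reference inhibitor for full effect; nearly all actives have a fitted effect of over 55% in size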
#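 Purified P. pyralis luciferase (10nM final) with 10uM D-luciferin and 10uM ATP (Km levels) in 50mM Tris acetate pH 7.5, 10mM Mg acetate, 0.01% Tween-20, 0.05% BSA; qHTS 6-point titration, ~60 µM downward; luminescence read.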
# uPA surface inh = blocks generation of uPA at the cell surface; cell surface uPA generation assay, qHTS; Potency, µM (titrated, usually from 38.3 µM), inactives show top-dose activity change, negative = inhibition, hits mostly inhibitors; 330,000 tested, 0.31% active; active = well fitted inhibition curve with a large enough effect; inconclusive = small, poorly fitted or top-dose-only effect; inactive = no such curve, though single readings can be large or run the other way; tested in mouse RAW 264.7 cells; also: % is scaled to controls: 0 for no effect and ±100 for the full control effect; nearly all actives have a fitted effect of over 55% in size
# VP16 counter = Gal4-VP16 reporter inhibition counter-screen; Drosophila S2 Gal4-VP16 UAS-luciferase, luminescence, 20 h; Potency, µM (series often up to 53.6 µM), without a hit: at the top dose activity, negative = inhibition, most hits filed as inhibitors; 310,000 tested, 3.5% active;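 also: Gal4-VP16 expression switched on by copper sulfate through the metallothionein promoter; % is scaled to controls: 0 for no effect and ±100 for the full control effect; nearly all actives have a fitted effect of over 50% in size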
# MBNL1 CUG block = blocks human MBNL1 binding to CUG repeat RNA; TR-FRET MBNL1-His/biotin-(CUG)12 binding, 665/545 ratio; AID 2675; 280,000 tested, 0.036% active; Q9NR56; Potency, µM (top dose mostly 57.5 µM), inactives show top-dose activity change, negative = inhibition, hits mostly inhibitors; active = well fitted inhibition curve with a large enough effect in the signal ratio, with a control signal flat, not every such curve was filed as active; inconclusive = small, poorly fitted or top-dose-only effect, or effect the other way, or a change in a side signal; inactive = no such curve, though single readings can be large or run the other way; the % refers to the signal ratio; also: % is scaled to controls: 0 for no effect and ±100 for the full control effect
# Target sequence (Q9NR56 whole entry, looked up): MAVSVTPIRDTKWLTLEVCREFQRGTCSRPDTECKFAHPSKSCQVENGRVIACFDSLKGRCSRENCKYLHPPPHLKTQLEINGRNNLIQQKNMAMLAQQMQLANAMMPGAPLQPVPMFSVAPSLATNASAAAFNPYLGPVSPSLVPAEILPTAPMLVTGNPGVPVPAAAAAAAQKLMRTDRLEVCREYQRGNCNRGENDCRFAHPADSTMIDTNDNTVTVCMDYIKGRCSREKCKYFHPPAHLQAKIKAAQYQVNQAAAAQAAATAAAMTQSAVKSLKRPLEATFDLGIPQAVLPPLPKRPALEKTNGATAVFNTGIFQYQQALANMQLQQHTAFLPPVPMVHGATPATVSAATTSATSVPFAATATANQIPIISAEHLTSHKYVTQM
#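 TR-FRET between His-tagged MBNL1 and biotin-(CUG)12 RNA, detected with Tb anti-His antibody (0.055 ng/ul) and streptavidin-XL665 (5 nM), 60 min at room temperature. Compounds titrated 92 nM to 58 uM; 665/545 nm ratio normalized to buffer and complex controls.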
# BRCA1 expr act = increases BRCA1 expression; MCF7-BRCA1-FFLuc reporter, luminescence, 48 h; response scale: scaled: vehicle 0%, 10 µM genistein 100%; Potency, µM (top dose mostly 46.1 µM), for inactives: top-dose activation, actives largely listed as activators; 380,000 tested, 1.1% active; AID 624202; also: nearly all actives have a fitted effect of over 80% in size; some results filed as inactive show a strong effect at the top dose
#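 48 h compound treatment of MCF7-BRCA1-FFLuc cells (phenol-red free MEM, 37 °C), then 15 min with luciferase substrate and luminescence imaging.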
# p53 reactivator = mutant p53 re-activation in reporter cells. H1299 p53-A138V BP100-luciferase reporter, luminescence, 24 h. Potency, µM (titrated, usually from 92.2 µM), without a hit: top-dose activity change, positive = activation, actives largely listed as activators. 320,000 tested, 0.063% active. AID 504706; also: % of control where 0% means no effect; nearly all actives have a fitted effect of over 45% in size
#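 p53-null H1299 cells stably carrying temperature-sensitive p53-A138V and a BP100-luciferase reporter were pinned with compounds (4-point, 1:5 series) and held 24 hrs at 37 deg C. Luminescence was read 10 min after detection reagent.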
# CXXC DNA block = MLL CXXC-DNA interaction inhibition; Q03164; MLL-CXXC / FITC-HOXA9 DNA fluorescence polarization; AID 2662; 290,000 tested, 0.037% active; Potency, µM (doses to about 115 µM), inactives show top-dose activity change, negative = inhibition, most hits filed as inhibitors; active = well fitted inhibition curve with a large enough effect in the polarisation, with a control signal flat, not every such curve was filed as active; inconclusive = small, poorly fitted or top-dose-only effect, or effect the other way, or a change in a side signal; inactive = no such curve, though single readings can be large or run the other way; the % refers to the polarisation
#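 Purified MLL-CXXC (added from a 7 uM solution) was preincubated 5 min at ambient with pinned compounds in 50 mM Tris-HCl pH 7.5, 50 mM NaCl, 1 mM DTT, 0.05% BSA. Fluorescein-labeled HOX-A9 DNA (50 nM solution) followed, 30 min, then polarization read.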
# * hit, by the source's call; ? = inconclusive; nt = not tested or not shown; & = joins results of further samples; [ ] = remark or other dose. Unless noted, calls follow the shape of the dose curve; as a rule, active = well fitted curve in the direction sought with a large enough effect; inconclusive = small, poorly fitted or top-dose-only effect, or another doubt; inactive = no such curve, though single readings can be large; an effect the other way counts as inactive or inconclusive. Potency is read from the fitted curve at half-maximal effect. Only part of the results is shown. The share of hits here may be higher or lower than overall.
cpd	SMILES	VP16 counter	FLuc modulator	CXXC DNA block	NPC1 promoter act	uPA surface inh	ELG1 genotox	RORg inh	BRCA1 expr act	MBNL1 CUG block	p53 reactivator	Rab9 prom act
1	COc1ccc(CNC(=O)C2CCCN(S(=O)(=O)c3ccc(Br)s3)C2)cc1 (configuration not stated)	-1%	-7%	7%	-3%	9%	-13%	?	-32%	-2%	-1%	-1%
2	CC1CC(OCC(O)C[N+]2(C)CCOCC2)CC(C)(C)C1 (configuration not stated)	-6%	1%	1%	2%	9%	6%	1%	-1%	3%	-1%	4%
3	CCOc1ccc(S(=O)(=O)N2CCN(C(=S)NC3CC3)CC2)cc1	9%	0%	1%	-5%	2%	-5%	33%	-14%	-3%	-5%	-1%
4	Cc1csc(SCC(=O)NC(=O)NCc2ccccc2)n1	1%	-2%	-1%	-1%	4%	2%	-15%	-6%	-1%	-7%	0%
5	COc1ccc(N2CCN(CCNC(=O)CCN3C(=O)COc4ccccc43)CC2)cc1	3%	3%	-4%	4%	-2%	-1%	14%	-5%	2%	-5%	-4%
6	Cc1nc(C)c(C(=O)C2=C(O)C(=O)N(CCN(C)C)C2c2ccccc2)s1 (configuration not stated)	-15%	-4%	26%	1%	-4%	0%	-14%	15%	14%	4%	0%
7	O=C(NC1CCCCCCC1)C1=COCCO1	nt	-7%	9%	10%	2%	24%	20%[0.365 µM]	27%	-5%	9%	-1%
8	CC(=O)Nc1cccc(NC(=O)CSc2nnnn2-c2ccc3c(c2)OCO3)c1	1%	-12%	-11%	-1%	nt	-7%	18%	nt	-14%	1%	-1%
9	CC12CCC(C(=O)NC3CCCC3)(CC1=O)C2(C)C (configuration not stated)	1%	0%	9%	0%	-5%	-2%	?	12%	-2%	-5%	-1%
10	O=C(CCS(=O)(=O)c1ccccc1)Nc1cccc(-c2nc3ccccc3s2)c1	-28%	6.7µM*	7%	?	?	?	?	-63%	-10%	?	?
11	Nc1nc2cc3ccccc3cc2[nH]c1=O	-9%	-10%	2%	-4%	3%	7%	-12%[1.91 µM]	-32%	?	nt	10%
12	COc1ccc(/C=C(\NC(=O)c2ccc(OC)cc2)C(=O)N2CCCCC2)cc1	21%	-4%	5%	3%	11%	-7%	?	27%	-3%	?	14%
13	C=CCc1ccc(OCCCCN2CC(C)CC(C)C2)c(OC)c1 (configuration not stated)	6%[10 µM]	-1%	10%	-2%	-1%	-11%	-39%	10%	-6%	-3%	-10%
14	NC(=S)n1[nH]c(-c2ccc([N+](=O)[O-])cc2)c(N=Nc2cccc([N+](=O)[O-])c2)c1=O	2.5µM*	?	15%	0%	1%	-15%	0.63µM*	-54%	5%	1%	-17%
15	Cc1c(C(=O)O)cccc1-n1c(C)cc(/C=N/Nc2ccc([N+](=O)[O-])cn2)c1C	4%	?	-19%	12%	0%	5%	12%	?	?	4%	12%
16	COc1cc(C(=O)NCC(=O)OCC(=O)c2cccc3ccccc23)cc(OC)c1OC	3%	2%	20%	0%	2%	-3%	7%	-6%	13%	-8%	1%
17	COc1ccc(-n2c(-c3ccccc3)nnc2-c2ccc(Cl)cc2)cc1	-12%	2%	-16%	-2%	15%	1%	9%	-42%	-3%	12%	0%
18	O=C(Cc1ccccc1)NCc1ccccn1	-10%	0%	-10%	-3%	-11%	0%	5%	9%	-3%	6%	-2%
19	O=C(O)CC(c1cccc(C(F)(F)F)c1)N1CCS(=O)(=O)CC1 (configuration not stated)	-3%	-1%	28%	-2%	5%	-1%	-11%	0%	-3%	-4%	0%
20	CCOc1ccc(C(=O)C(C)OC(=O)Cn2[nH]c(=O)c3ccccc3c2=O)cc1 (configuration not stated)	5%	0%	-4%	-4%	6%	-5%	12%	-2%	-4%	-11%	0%
21	COc1ccc(-n2nc(C(=O)NCC(=O)NCc3ccco3)c3ccccc3c2=O)cc1Cl	-12%	-1%	-15%	-3%	nt	-5%	20%	2%	?	-5%	5%
22	CN(C)c1cccc(C(=O)N2CCC(n3nccc3NC(=O)C3CCOC3)CC2)c1 (configuration not stated)	0%	-1%	9%	0%	-1%	3%	-3%	-7%	-6%	11%	-3%
23	CCn1c(=NC(=O)c2ccc(S(=O)(=O)N3CCOCC3)cc2)sc2cccc(OC)c21	?	-12%	1%	-13%	-7%	-10%	45%	-40%	-2%	1%	-11%
24	Cc1nn(C(C)C(=O)N2CCCC2)c(=O)c2nn(-c3ccccc3)c(C)c12 (configuration not stated)	4%	1%	5%	-4%	-3%	4%	-17%	7%	-5%	-5%	-4%
25	O=C(Nc1nccs1)c1ccc(S(=O)(=O)NCC2CCCCC2)cc1	-3%	7%	-6%	-22%	-4%	-2%	11µM*	-70%	10%	12%	-19%
26	COC(=O)CCCC1=CC2=CC(=O)C(C)(OC(=O)c3cccs3)C(=O)C2=CN1c1cccc(C#N)c1 (configuration not stated)	0%	-3%	17%	-1%	0%	0%	-2%	0%	?	0%	-4%
27	O=C(NC1CCSC1=O)C1CC(=O)N(c2ccc(F)cc2)C1 (configuration not stated)	22%	0%	4%	-3%	-1%	0%	-24%	21%	-2%	0%	-1%
28	COc1ccccc1NC(=O)Cn1c(CCC(=O)O)ccc1-c1ccc(C)cc1	?	?	-11%	-3%	-2%	1%	?	-3%	-2%	1%	-4%
29	CC1CCCN(CCCNC(=O)c2cn(C)c3ccc(S(=O)(=O)N(C)C4CCCCC4)cc3c2=O)C1 (configuration not stated)	-5%	0%&0%	1%	-2%	-2%	1%	-14%	-25%	2%	1%	0%
30	O=C(NCc1cccnc1)C(=O)NCC(c1ccco1)N1CCN(c2ccccc2)CC1 (configuration not stated)	4%	7%	-1%	-1%	3%	-1%	33%	-44%	nt	-17%	2%
31	Cc1ccc(C)c(OCC(=O)NC(Cc2c[nH]c3ccccc23)C(=O)O)c1 (configuration not stated)	3%	-12%	-2%	-3%	1%	-1%	7%	-1%	-1%	0%	-1%
32	O=C(Nc1nc2ccccc2s1)C1CCCO1 (configuration not stated)	-22%	15µM*	13%	1.1µM*	-5%	5.8µM*	-3%	?	-1%	?	?
33	CC(=O)Nc1ccc(C2=NNC(=Nc3cccc(S(=O)(=O)N(C)C)c3)SC2)cc1	?	?	0%	1%	-9%	-12%	-16%	-79%	0%	-4%	-1%
34	O=C(Nc1c2c(nn1-c1ccccc1)CS(=O)C2)c1ccc(Br)o1 (configuration not stated)	0%	6%	-4%	1%	0%	4%	-5%	1%	6%	20%	-2%
35	O=C(O)c1sccc1OCc1ccccc1	-18%[10 µM]	5%	1%	-8%	-4%	-3%	8%	-1%	0%	13%	0%
36	CCC(C)[C@H]1CNCCN1CCCc1cc(OC)c(OC)c(OC)c1 (some centres not stated)	nt	-1%	nt	-1%	-14%	2%	nt	5%	nt	-2%	1%

# Brought forward from above: 2 entries, then new ones.
cpd	SMILES	VP16 counter	FLuc modulator	CXXC DNA block	NPC1 promoter act	uPA surface inh	ELG1 genotox	RORg inh	BRCA1 expr act	MBNL1 CUG block	p53 reactivator	Rab9 prom act
35	O=C(O)c1sccc1OCc1ccccc1	-18%[10 µM]	5%	1%	-8%	-4%	-3%	8%	-1%	0%	13%	0%
36	CCC(C)[C@H]1CNCCN1CCCc1cc(OC)c(OC)c(OC)c1 (some centres not stated)	nt	-1%	nt	-1%	-14%	2%	nt	5%	nt	-2%	1%
37	COc1ccc(CC(=O)NCCS(=O)(=O)N2CCN(c3ccccc3)CC2)cc1OC	nt	0%	nt	1%	1%	1%	nt	-11%	nt	-5%	0%
38	CCOC(=O)N1CCN(c2c(N3CCOCC3)c(=O)c2=O)CC1	5%	3%	-3%	1%	-2%	-2%	-6%	4%	?	3%	3%
39	C/C(=N\Nc1ccc(Cl)c(Cl)c1)c1ccc(-n2ccnc2)cc1	-2%	-16%	-3%	-3%	-7%	0%	-24%	-63%	nt	6%	-3%
40	CN(Cc1nccn1C)C(=O)CC1C(=O)NCCN1Cc1ccccc1C(F)(F)F (configuration not stated)	7%	-1%	-7%	0%	-1%	0%	2%	-1%	9%	0%	-14%
41	Cc1ccc(C(=O)OCC(=O)N2CCC(C)CC2)cc1S(=O)(=O)N1CCCCC1	0%	17µM*	1%	0%	-7%	3%	2%	-5%	4%	-14%	3%
42	OCCCc1nc2n(n1)C(c1ccccc1)C=C(c1ccccc1)N2 (configuration not stated)	-3%	0%	13%	0%	-25%	-4%	12%	-4%	15%	2%	5%
43	Cc1cccc(OCC(O)CN2CCN(S(=O)(=O)c3ccc(C)cc3C)CC2)c1 (configuration not stated)	5%	4%	-4%	-3%	-4%	-8%	12%	-27%	1%	3%	0%
